SENP8 block-1 = human SENP8 protease inhibitors, primary screen, biochemical, fluorescence, Nedd8 protein substrate, uHTS; AID 602440, 2012; recombinant SENP8; inhibition, % at 20 µM; hit rate 0.64% among 360,000; in the data active = inhibition mostly above about 40%, no sharp cut-off; inactive = mostly below about 27%
SENP8 block-2 = SENP8 protease inhibitors, primary screen, biochemical, luminescence; Sentrin-specific protease 8 (Homo sapiens), Q96LD8; AID 2540, 2010; hit rate 1.2% among 330,000; inhibition, % at 10 µM; purified SENP8, Z-RLRGG-aminoluciferin cleavage; in the data active = inhibition above about 50%
SENP6 inh = SENP6 protease inhibitors, primary screen, biochemical, luminescence, uHTS. hit rate 1.8% among 330,000. Sentrin-specific protease 6 (Homo sapiens), Q9GZR1. Recombinant SENP6 catalytic domain, aminoluciferin luminescence. inhibition, % at 10 µM;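 active = inhibition above about 50% at the single tested dose, limit read from the data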;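 also: plate controls were DMSO wells with enzyme for no effect and DMSO wells lacking enzyme for full effect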
Target sequence (Q9GZR1 628-1112 limits assumed): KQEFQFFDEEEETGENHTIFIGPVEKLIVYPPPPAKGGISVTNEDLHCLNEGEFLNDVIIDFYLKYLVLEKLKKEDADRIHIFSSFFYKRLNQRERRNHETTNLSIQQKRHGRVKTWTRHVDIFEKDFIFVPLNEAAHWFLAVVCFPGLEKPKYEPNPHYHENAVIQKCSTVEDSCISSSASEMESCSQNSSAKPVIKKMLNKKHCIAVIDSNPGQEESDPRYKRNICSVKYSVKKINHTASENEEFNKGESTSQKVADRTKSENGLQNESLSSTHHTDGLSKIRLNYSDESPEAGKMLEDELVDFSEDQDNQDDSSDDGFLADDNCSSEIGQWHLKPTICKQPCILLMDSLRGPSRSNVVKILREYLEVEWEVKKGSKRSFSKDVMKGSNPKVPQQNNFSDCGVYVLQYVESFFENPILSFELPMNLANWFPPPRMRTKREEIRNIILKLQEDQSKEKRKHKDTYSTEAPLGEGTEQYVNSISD
Apaf1 inhib = inhibitors of human Apaf-1 apoptosome, primary screen, biochemical, DEVD-Rh110 fluorescence, uHTS; inhibition, % at 20 µM; reconstituted apoptosome caspase-3 activity; Apoptotic protease-activating factor 1 (Homo sapiens), O14727; hit rate 0.71% among 330,000; AID 489030, 2010; active = inhibition of at least 40% at 20 µM;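 also: plate controls were DMSO wells for no effect and DEVD-CHO caspase inhibitor wells for full effect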
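Assay system: Apoptosome proteins | Medium: pH 7.5 Hepes buffer with CHAPS, BSA, DTT | Also added: Cytochrome c and DEVD-Rh110 substrate | Times: 30 min plus 50 min, RT | Detection: Rhodamine 110 fluorescence at Ex 480/Em 540 nm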
PfGluPho inh = PfG6PD enzyme inhibitors, primary screen, biochemical, fluorescence intensity, uHTS. glucose-6-phosphate dehydrogenase-6-phosphogluconolactonase (Plasmodium falciparum 3D7). PfGluPho enzyme, NADPH resazurin-diaphorase fluorescence. inhibition, % at 20 µM. hit rate 0.78% among 350,000;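 active = inhibition reaching at least a set limit at 20 µM in the primary screen, cut at about 59% in these data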;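 also: 0% = DMSO wells with substrate and 100% = DMSO wells lacking glucose-6-phosphate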
SENP7 block = SENP7 protease inhibitors, primary screen, biochemical, luminescence, uHTS; recombinant SENP7, Z-RLRGG-aminoluciferin luminescence, 40 min; AID 434973, 2010; hit rate 1.5% among 330,000; inhibition, % at 5 µM;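 active = inhibition above about 50% at the single test dose, limit read from the data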;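 also: plate controls were DMSO with enzyme for no effect and no enzyme buffer wells for full effect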
Target sequence (Q9BQF6 706-1050 limits assumed): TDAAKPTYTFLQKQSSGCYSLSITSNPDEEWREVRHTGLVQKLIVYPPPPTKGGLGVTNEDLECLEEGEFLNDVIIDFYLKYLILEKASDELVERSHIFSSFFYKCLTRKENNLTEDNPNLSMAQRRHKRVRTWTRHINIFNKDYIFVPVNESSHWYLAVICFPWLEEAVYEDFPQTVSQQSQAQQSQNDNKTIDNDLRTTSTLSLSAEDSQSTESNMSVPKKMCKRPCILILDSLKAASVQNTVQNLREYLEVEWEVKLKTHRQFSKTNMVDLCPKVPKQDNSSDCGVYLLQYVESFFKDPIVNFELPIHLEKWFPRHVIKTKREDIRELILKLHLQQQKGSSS
HKDC1 inhibitor = HKDC1 hexokinase inhibitors, primary screen, biochemical, fluorescence, uHTS. Q2TB90. recombinant HKDC1, G6PDH/diaphorase resazurin coupled fluorescence. inhibition, % at 20 µM. hit rate 0.16% among 340,000. AID 493160, 2011;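 active = inhibition above about 35% when tested at 20 µM, limit read from the data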;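 also: plate controls were DMSO wells with enzyme for no effect and DMSO wells lacking enzyme for full effect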
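Material: recombinant HKDC1 hexokinase; Amount: HKDC1 at 5 µg/mL; Medium: Tris pH 8.0 buffer with MgCl2, Tween-20, BSA, BME; Schedule: 90 min reaction incubation at room temperature, dark; Technique: coupled resazurin fluorescence, excitation 525 nm, emission 613 nm.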
SENP1 inh = human SENP1 catalytic domain inhibitors, primary screen, biochemical, FRET, uHTS; inhibition, % at 10 µM; Sentrin-specific protease 1 (Homo sapiens), Q9P0U3; hit rate 0.21% among 360,000; recombinant SENP1 catalytic domain, CyPet-SUMO1-YPet FRET cleavage;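 active = inhibition at least 30% at 10 µM, raw YFP signal under a set limit, fluorescence ratio 0.5 to 1.5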;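 also: 0% = enzyme with DMSO and 100% = no enzyme wells; some results filed as inactive read as strong as hits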
Target sequence (Q9P0U3 419-644 limits assumed): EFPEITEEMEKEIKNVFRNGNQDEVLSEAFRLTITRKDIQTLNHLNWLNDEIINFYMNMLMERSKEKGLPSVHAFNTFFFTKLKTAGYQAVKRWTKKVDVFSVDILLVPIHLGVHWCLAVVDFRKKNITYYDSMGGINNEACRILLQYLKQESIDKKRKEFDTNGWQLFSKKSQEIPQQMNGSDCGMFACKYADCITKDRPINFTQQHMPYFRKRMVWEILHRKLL
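material = recombinant human SENP1 catalytic domain, His6-tagged | quantity = 20 pM enzyme | reagent = 25 nM SUMO1 FRET substrate | compound dosing = 10 µM single point, 0.5% DMSO | timing = 50 min enzyme reaction, room temperature, light-protected | detection = FRET, CFP and YFP emission | control set = no-enzyme low, enzyme-DMSO high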
The depositor's hits bear a star.

`NS(=O)(=O)c1cccc(NC(=O)CSc2nnc(-c3ccccc3)o2)c1` gave SENP8 block-1 7, SENP8 block-2 -11, SENP6 inh 1, Apaf1 inhib 12, PfGluPho inh 0, SENP7 block -5, HKDC1 inhibitor -1 and SENP1 inh -1.
For CC(C)(Oc1ccc(Cl)cc1)C(=O)OCC(=O)NCCc1ccc(S(N)(=O)=O)cc1 the results were SENP8 block-1 7, SENP8 block-2 -5, SENP6 inh -6, Apaf1 inhib 10, PfGluPho inh 5, SENP7 block 5, HKDC1 inhibitor -4 and SENP1 inh 1.
CCOC(=O)C(C)(C)N(Cc1ccc(Cl)cc1)S(=O)(=O)c1ccc(Cl)c([N+](=O)[O-])c1 was read as SENP8 block-2 -8, SENP6 inh -7, Apaf1 inhib 9 and SENP7 block 1.
COc1ccccc1OCC(=O)Nc1ccc(O)cc1C(=O)O was read as SENP8 block-1 -194, SENP8 block-2 -6, SENP6 inh 3, Apaf1 inhib -6, PfGluPho inh -42, SENP7 block -4, HKDC1 inhibitor -3 and SENP1 inh 1.
CCOC(=O)c1cnc2c(C#N)c(C)nn2c1-c1ccccc1 was read as SENP8 block-1 -267, SENP8 block-2 -9, SENP6 inh -10, Apaf1 inhib 11, PfGluPho inh 9, SENP7 block -15, HKDC1 inhibitor 0 and SENP1 inh -20.
For O=C(COC(=O)/C=C/c1ccco1)Nc1ncc(C(F)(F)F)cc1Cl the results were SENP8 block-1 -13, SENP8 block-2 -4, SENP6 inh -37, Apaf1 inhib 5, PfGluPho inh 1, SENP7 block -4, HKDC1 inhibitor 4 and SENP1 inh -7.
For O=C(COc1ccccc1)Nc1ccc(Cl)cn1 the results were SENP8 block-1 8, SENP8 block-2 -13, SENP6 inh 0, Apaf1 inhib 7, PfGluPho inh -14, SENP7 block 6, HKDC1 inhibitor -8 and SENP1 inh 1.
For Cc1cccc(C(=O)Nc2cc(C)ccc2NC(=O)COc2ccccc2)c1 the results were SENP8 block-1 24, SENP8 block-2 -1, SENP6 inh 3, Apaf1 inhib 14, PfGluPho inh 16, SENP7 block 2, HKDC1 inhibitor 3 and SENP1 inh 2.
`COc1ccc2[nH]c(N=Nc3ccccc3C)c(O)c2c1` gave SENP8 block-1 18, SENP8 block-2 -13, SENP6 inh -9, Apaf1 inhib 3, PfGluPho inh 18, SENP7 block 4, HKDC1 inhibitor -10 and SENP1 inh 4.
`Brc1ccc(-c2noc(C3CCCCC3)n2)cc1` gave SENP8 block-1 0, SENP8 block-2 11, SENP6 inh -39, Apaf1 inhib -1, PfGluPho inh 1, SENP7 block 16, HKDC1 inhibitor 1 and SENP1 inh 1.

The final two entries of the part before are carried over, then new ones follow:
`COc1ccc2[nH]c(N=Nc3ccccc3C)c(O)c2c1` gave SENP8 block-1 18, SENP8 block-2 -13, SENP6 inh -9, Apaf1 inhib 3, PfGluPho inh 18, SENP7 block 4, HKDC1 inhibitor -10 and SENP1 inh 4.
`Brc1ccc(-c2noc(C3CCCCC3)n2)cc1` gave SENP8 block-1 0, SENP8 block-2 11, SENP6 inh -39, Apaf1 inhib -1, PfGluPho inh 1, SENP7 block 16, HKDC1 inhibitor 1 and SENP1 inh 1.
For CC(C)NC(=O)c1ccccc1S(=O)c1ccccc1C#N (stereo not drawn) the results were SENP8 block-1 30, SENP8 block-2 2, SENP6 inh 9, Apaf1 inhib -5, PfGluPho inh -1, SENP7 block 4, HKDC1 inhibitor -1 and SENP1 inh 0.
O=C(OCc1nnc(-c2ccccc2)o1)c1ccc2c(c1)OCCO2 was read as SENP8 block-1 17, SENP8 block-2 -6, SENP6 inh -5, Apaf1 inhib 0, PfGluPho inh 3, SENP7 block -1, HKDC1 inhibitor -3 and SENP1 inh 1.
`CCN(C(=O)CSc1cc(C)c2ccccc2n1)c1c(N)n(Cc2ccccc2)c(=O)[nH]c1=O` gave SENP8 block-1 -2, SENP8 block-2 1, SENP6 inh -12, Apaf1 inhib -8, PfGluPho inh 0, SENP7 block -7, HKDC1 inhibitor 3 and SENP1 inh 1.
`COc1cc(CCC(=O)Nc2ccc(C)c(S(=O)(=O)N3CCCCCC3)c2)cc(OC)c1OC` gave SENP8 block-1 10, SENP8 block-2 6, SENP6 inh 5, Apaf1 inhib -4, PfGluPho inh -2, SENP7 block -1, HKDC1 inhibitor -5 and SENP1 inh 0.
Screening CCCCN(C(=O)NCCCCCCNC(=O)N(CCCC)C1CCS(=O)(=O)C1)C1CCS(=O)(=O)C1 (stereo not drawn) returned SENP8 block-1 9, SENP8 block-2 6, SENP6 inh 5, Apaf1 inhib -13, PfGluPho inh -9, SENP7 block -2, HKDC1 inhibitor -2 and SENP1 inh 0.
O=S1(=O)CCC(NC2CCCC2)C1 (stereo not drawn) was read as SENP8 block-1 -11, SENP8 block-2 -8, SENP6 inh -18, Apaf1 inhib 2, PfGluPho inh 5, SENP7 block -6, HKDC1 inhibitor 7 and SENP1 inh 0.
For CN1/C(=C\C(=O)CSc2nnc(N)s2)C(C)(C)c2ccccc21 the results were SENP8 block-1 -56, SENP8 block-2 1, SENP6 inh -8, Apaf1 inhib -9, PfGluPho inh 10, SENP7 block 2, HKDC1 inhibitor -1 and SENP1 inh -2.
For CNC(=O)C1Cc2ccccc2CN1S(=O)(=O)c1cccs1 (stereo not drawn) the results were SENP8 block-1 0, SENP8 block-2 -1, SENP6 inh -2, Apaf1 inhib 2, PfGluPho inh 8, SENP7 block 1, HKDC1 inhibitor 1 and SENP1 inh -2.
CS(=O)(=O)N(CC(=O)NCc1ccccn1)Cc1ccc(Cl)cc1 was read as SENP8 block-1 19, SENP8 block-2 -2, SENP6 inh -11, Apaf1 inhib -1, PfGluPho inh -1, SENP7 block 1, HKDC1 inhibitor -7 and SENP1 inh 4.
For COC(=O)c1ccc(OCC(O)CN(CCO)CC(O)Cn2ccc3ccccc32)cc1 (stereo not drawn) the results were SENP8 block-1 10, SENP8 block-2 3, SENP6 inh -9, Apaf1 inhib 7, PfGluPho inh -23, SENP7 block -2, HKDC1 inhibitor -5 and SENP1 inh 2.
Screening CCOc1ccc(S(=O)(=O)N2CCCC(C(=O)N3CCOCC3)C2)cc1Cl (stereo not drawn) returned SENP8 block-1 10, SENP8 block-2 -3, SENP6 inh -7, Apaf1 inhib -6, PfGluPho inh -16, SENP7 block -4, HKDC1 inhibitor 3 and SENP1 inh 3.
`CCOC(=O)c1c(NC(=O)CSc2nncs2)sc(C)c1C` gave SENP8 block-1 28, SENP8 block-2 -13, SENP6 inh -1, Apaf1 inhib 22, PfGluPho inh -21, SENP7 block 2, HKDC1 inhibitor 3 and SENP1 inh 1.
Screening N#C/C(=C\c1cn(Cc2ccccc2C#N)c2ccccc12)C(=O)NCc1cccs1 returned SENP8 block-2 6, SENP6 inh 2, Apaf1 inhib 3 and SENP7 block 6.
For C[C@H]1CN([C@@H](C)CO)C(=O)c2cccc(NC(=O)C3CC3)c2O[C@H]1CN(C)Cc1ccncc1 the results were SENP8 block-1 8, SENP8 block-2 8, SENP6 inh 11, Apaf1 inhib 1, PfGluPho inh 1, SENP7 block 3, HKDC1 inhibitor -6 and SENP1 inh -2.
Screening Cc1ccc(NC(=O)CNNC(=O)c2cccc([N+](=O)[O-])c2)cc1[N+](=O)[O-] returned SENP8 block-1 11, SENP8 block-2 4, SENP6 inh -24, Apaf1 inhib 7, PfGluPho inh 0, SENP7 block 10, HKDC1 inhibitor -4 and SENP1 inh 4.
For Cc1ccc(S(=O)CCNC(=O)Cc2ccc(Cl)cc2)cc1 (stereo not drawn) the results were SENP8 block-1 10, SENP8 block-2 -4, SENP6 inh -13, Apaf1 inhib 10, PfGluPho inh 0, SENP7 block 0, HKDC1 inhibitor -8 and SENP1 inh 4.
`COC(=O)C1=C(N)Oc2c(oc(CO)cc2=O)C1c1ccc(F)cc1` (stereo not drawn) gave SENP8 block-1 9, SENP8 block-2 -7, SENP6 inh -9, Apaf1 inhib -3, PfGluPho inh 7, SENP7 block -12, HKDC1 inhibitor -6 and SENP1 inh 0.
O=C(O)CSc1ncnc2sc3c(c12)CCC3 was read as SENP8 block-1 -72, SENP8 block-2 3, SENP6 inh -11, Apaf1 inhib -11, PfGluPho inh 9, SENP7 block -9, HKDC1 inhibitor -3 and SENP1 inh -16.
For CC(C)NS(=O)(=O)c1ccc(NC(=O)C(C)OC(=O)CCC(=O)c2cccs2)cc1 (stereo not drawn) the results were SENP8 block-1 -2, SENP8 block-2 0, SENP6 inh 5, Apaf1 inhib 0, PfGluPho inh -4, SENP7 block -4, HKDC1 inhibitor -2 and SENP1 inh 3.
`CCn1c(SCC(=O)c2ccc3c(c2)OCCO3)nnc1C(C)C` gave SENP8 block-1 17, SENP8 block-2 -5, SENP6 inh -6, Apaf1 inhib -2, PfGluPho inh 16, SENP7 block 3, HKDC1 inhibitor -3 and SENP1 inh 0.
`CC(C)(CNC(=O)c1ccc(Br)o1)N1CCOCC1` gave SENP8 block-1 1, SENP8 block-2 -5, SENP6 inh -8, Apaf1 inhib 4, PfGluPho inh -12, SENP7 block -11, HKDC1 inhibitor -7 and SENP1 inh 2.
Screening COC(CNC(=O)c1ccc(N2CCC3(CC2)OCCO3)c([N+](=O)[O-])c1)OC returned SENP8 block-1 13, SENP8 block-2 6, SENP6 inh -3, Apaf1 inhib -9, PfGluPho inh 6, SENP7 block 2, HKDC1 inhibitor -1 and SENP1 inh 1.
`CNc1ccc(NC(C)=O)cc1[N+](=O)[O-]` gave SENP8 block-1 14, SENP8 block-2 0, SENP6 inh 10, Apaf1 inhib -1, PfGluPho inh -6, SENP7 block 4, HKDC1 inhibitor -8 and SENP1 inh 0.
`Cc1ccccc1SCC(=O)OCC(=O)Nc1ccc(N(C)C)cc1` gave SENP8 block-1 4, SENP8 block-2 3, SENP6 inh -42, Apaf1 inhib 8, PfGluPho inh 25, SENP7 block 10, HKDC1 inhibitor -7 and SENP1 inh 7.
COC(=O)c1cc(=O)n(-c2ccc(C(F)(F)F)cc2)[nH]1 was read as SENP8 block-1 -5, SENP8 block-2 -1, SENP6 inh 3, Apaf1 inhib -2, PfGluPho inh -6, SENP7 block 3, HKDC1 inhibitor -2 and SENP1 inh 1.
Screening CC(C)CC[C@@H](O)[C@](C)(O)C1CC[C@@]2(O)C3=CC(=O)[C@@H]4C[C@@H](O)[C@@H](O)C[C@]4(C)C3CC[C@]12C (stereo partly drawn) returned SENP8 block-1 -1, SENP8 block-2 -1, SENP6 inh 2, Apaf1 inhib 6, PfGluPho inh 12, SENP7 block -6, HKDC1 inhibitor -7 and SENP1 inh 1.
Screening COc1ccc(S(=O)(=O)N2CCN(c3ncccn3)CC2)cc1 returned SENP8 block-1 -2, SENP8 block-2 -13, SENP6 inh -12, Apaf1 inhib -8, PfGluPho inh -13, SENP7 block -5, HKDC1 inhibitor 0 and SENP1 inh 0.
For Cc1cccc(-c2nc(CSCC(=O)N3CCN(c4ccccn4)CC3)c(C)o2)c1 the results were SENP8 block-1 0, SENP8 block-2 -5, SENP6 inh -16, Apaf1 inhib 12, PfGluPho inh 36, SENP7 block -2, HKDC1 inhibitor 0 and SENP1 inh 4.
